Screening data (PubChem)
NTMT1 inhibitor = Primary qHTS for Inhibitors of N-terminal methyltransferase 1 (NTMT1): MTaseGlo Assay; N-terminal Xaa-Pro-Lys N-methyltransferase 1 (Homo sapiens), Q9BV86; NTMT1 MTase-Glo SAH luminescence, purified enzyme; Potency, µM (top dose mostly 114 µM), for the others: top-dose activity change, negative = inhibition, hits mostly inhibitors; hit rate 2.5% among 59,000; AID 1645870, 2021;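 note: plate controls were DMSO vehicle for no effect and no enzyme for full effect; nearly all actives have a fitted effect of over 65% in size; many of its hits are not listed in these tables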
Target sequence (Q9BV86 whole entry, looked up): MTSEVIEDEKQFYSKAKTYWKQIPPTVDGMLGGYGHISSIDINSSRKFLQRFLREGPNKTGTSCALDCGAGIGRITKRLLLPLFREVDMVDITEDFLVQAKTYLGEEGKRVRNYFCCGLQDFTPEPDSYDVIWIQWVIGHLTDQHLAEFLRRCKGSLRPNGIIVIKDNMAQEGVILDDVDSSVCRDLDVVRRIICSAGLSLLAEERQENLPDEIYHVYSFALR
FH mod = Identification of activators of human fumarate hydratase by quantitative high-throughput screening; Fumarate hydratase, mitochondrial (Homo sapiens), P07954; AID 1347055, 2019; hit rate 0.22% among 54,000; Potency, µM (titrated, usually from 79.9 µM), without a hit: top-dose activity change, negative = inhibition, most hits filed as inhibitors; FH coupled MDH/diaphorase resazurin fluorescence, 15 min; note: the screen sought activators but most active calls are inhibition curves; nearly all actives have a fitted effect of over 45% in size
Target sequence (P07954 whole entry, looked up): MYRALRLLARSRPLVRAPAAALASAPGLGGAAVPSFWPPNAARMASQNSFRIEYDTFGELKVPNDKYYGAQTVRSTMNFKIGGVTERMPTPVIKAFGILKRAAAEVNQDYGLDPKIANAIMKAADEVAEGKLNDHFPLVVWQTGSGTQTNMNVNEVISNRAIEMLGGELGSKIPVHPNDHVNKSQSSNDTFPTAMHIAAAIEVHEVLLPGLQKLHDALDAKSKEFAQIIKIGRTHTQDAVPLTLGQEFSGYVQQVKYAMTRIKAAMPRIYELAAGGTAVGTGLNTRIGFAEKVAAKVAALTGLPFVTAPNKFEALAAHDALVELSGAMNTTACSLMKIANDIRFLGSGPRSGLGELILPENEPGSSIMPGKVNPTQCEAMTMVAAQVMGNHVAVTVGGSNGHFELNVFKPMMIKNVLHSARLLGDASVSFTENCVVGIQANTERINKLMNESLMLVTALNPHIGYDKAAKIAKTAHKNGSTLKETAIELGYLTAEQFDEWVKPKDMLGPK
* hit, by the source's call; ? = inconclusive; nt = not tested or not shown; & = joins results of further samples; [ ] = dose if it differs, or a comment. Calls come from the whole dose curve; as a rule, active = well fitted curve in the direction sought with a large enough effect; inconclusive = small, poorly fitted or top-dose-only effect, or another doubt; inactive = no such curve, though single readings can be large; an effect the other way counts as inactive or inconclusive. Unless noted, % is set by controls: 0 for no effect and ±100 for the full control effect; potency is the fitted concentration of half-maximal effect. These rows are one share of the data; the hit share may differ from the screen's.

Every second line gives: NTMT1 inhibitor	FH mod
C[C@H]1CC2C3CCC4=CC(=O)C=C[C@]4(C)[C@@]3(Cl)[C@@H](O)C[C@]2(C)[C@@]1(O)C(=O)CO (stereo not given in full)
→ nt	-2%[53.3 µM]
C[C@@H](NCCc1ccc(O)cc1)[C@@H](O)c1ccc(O)cc1
→ nt	-7%[53.3 µM]
O=c1onc2cnc3ccccc3n12
→ nt	-10%[53.3 µM]
C1CCc2nnnn2CC1
→ nt	-8%[53.3 µM]
CC[C@H]1OC(=O)[C@H](C)C(O[C@H]2C[C@@](C)(OC)[C@@H](O)[C@H](C)O2)[C@H](C)[C@@H](OC2O[C@H](C)C[C@H](N(C)C)[C@H]2O)[C@](C)(O)C[C@@H](C)CN(C)[C@H](C)[C@@H](O)[C@]1(C)O (stereo not given in full)
→ nt	-24%[53.3 µM]
N=C(N)c1ccccc1
→ nt	3%[53.3 µM]
O=C(Nc1cccc(C(=O)Nc2ccc(S(=O)(=O)O)c3cc(S(=O)(=O)O)cc(S(=O)(=O)O)c23)c1)Nc1cccc(C(=O)Nc2ccc(S(=O)(=O)O)c3cc(S(=O)(=O)O)cc(S(=O)(=O)O)c23)c1
→ nt	28µM*
CCCCCCCCCC[Si](C)(C)CCC(=O)NC(Cc1ccc(C)cc1)c1ccccc1 (stereo not given)
→ nt	-8%[53.3 µM]
O=C(O)CCC(=O)N1CCCC1C(=O)O (stereo not given)
→ nt	-2%[53.3 µM]
Nc1nc2[nH]c(=O)cnc2c(=O)[nH]1
→ nt	7%[53.3 µM]
COC(=O)[C@H](Cc1ccc(O[S+](=O)([O-])c2cccc3cnccc23)cc1)N(C)[S+](=O)([O-])c1ccc2cnccc2c1
→ 2%[57.5 µM]	nt
COc1ccc(-c2nnc3n2N=C(c2ccc(OC)c(OC)c2)CS3)cc1
→ 6%	nt
O=C1NC(=O)/C(=C/c2cccn2-c2ccc(P(O)O)cc2)N1
→ -13%	nt
CC(=O)c1cc2c(s1)c1cnn(Cc3ccccc3F)c(=O)c1n2C
→ 7%	nt
Cc1c(C(=O)NCC2CCCO2)[nH]c2c1C(=O)CC(c1ccco1)C2 (stereo not given)
→ -13%	nt
Cc1ccc(-c2nn3c(C)nnc3s2)cc1NCc1ccc(-c2cccc(Cl)c2)o1
→ 9%	nt
O=C(Nc1ccc(S(=O)(=O)Nc2nccs2)cc1)[C@@H]1CC[C@H](C(=O)c2ccccc2)C1
→ 0%	nt
C[C@@H](O)c1ccc(-c2ccc3ncnc(NCc4cccs4)c3c2)o1
→ -10%[57.5 µM]	nt
COc1cccc(C2=Nn3c(nnc3-c3ccccc3C)SC2)c1
→ ?	nt
O=S(=O)(NCC1CCC(NS(=O)(=O)c2c(F)cccc2F)CC1)c1ccc2c(c1)OCCO2 (stereo not given)
→ 4%[57.5 µM]	nt
O=C1CCCc2cc(S(=O)(=O)Nc3cnccc3C(=O)Nc3nc(-c4ccccc4)cs3)ccc2N1
→ -16%	nt
Cc1cc2c(s1)c1cnn(Cc3c(F)c(F)cc(F)c3F)c(=O)c1n2C
→ -2%[57.5 µM]	nt
CN(C)c1cnc2c(O)ccc([S+](=O)([O-])Nc3ccccc3F)c2c1
→ 9%	nt
CS(=O)(=O)/C=C/c1nc(Nc2cc(F)cc(F)c2)c2ncn(CC(F)F)c2n1
→ 13%	nt
COc1cc(NC(=O)c2cnn3c(C)cc(C)nc23)cc(OC)c1OC
→ -15%	nt
O=[N+]([O-])c1ccccc1NCc1ccc(O)c2ncccc12
→ -5%	nt
O=C1c2ccccc2NC(c2ccc(Br)o2)N1O (stereo not given)
→ -5%	nt
O=C(CSc1nnc(-c2cccc(S(=O)(=O)N3CCCC3)c2)n1-c1ccccc1)Nc1ccc(Cl)cc1
→ 9%	nt
c1nc(NCCc2cnc[nH]2)c2cc(-c3ccoc3)ccc2n1
→ -2%	nt
CCN(CC)CCCC(C)n1c(-c2ccccc2)nc2c(NC3CCCCC3)nc(C)nc21 (stereo not given)
→ -13%	nt

Quoted at random: two records from the list.
Every second line gives: NTMT1 inhibitor	FH mod
O=C(Nc1ccc(S(=O)(=O)Nc2nccs2)cc1)[C@@H]1CC[C@H](C(=O)c2ccccc2)C1
→ 0%	nt
C[C@@H](O)c1ccc(-c2ccc3ncnc(NCc4cccs4)c3c2)o1
→ -10%[57.5 µM]	nt

New compounds follow
Every second line gives: NTMT1 inhibitor	FH mod
O=C(CN1C(=O)N/C(=C\c2cccn2-c2cccc(C(=O)O)c2)C1=O)Nc1cccc(F)c1
→ 1%[57.5 µM]	nt
O=S(=O)(c1ccc2c(c1)OCCO2)N1CCN(S(=O)(=O)c2ccccc2Cl)CC1
→ 13%	nt
O=C(O)c1ccc(O)c2ncc(N3CCCN(CCCc4ccncc4)CC3)cc12
→ 3%	nt
Fc1cc(Nc2nc(-c3ccncc3)nc3ccccc23)ccc1N1CCCCC1
→ -19%	nt
CN1CCN(Nc2nn3c(=O)c4ccccc4nc3s2)CC1
→ 1%	nt
O=C(Nc1nc(-c2ccccc2)cs1)c1ccncc1NS(=O)(=O)c1cccc2cccnc12
→ 50µM*	nt
O=C(O)c1ccc2c(c1)C(=O)N(CCc1ccc(O)cc1)C2=O
→ 8%	nt
Cc1cc2c(s1)c1cnn(Cc3cc(F)cc(F)c3)c(=O)c1n2C
→ -1%	nt
O=C(Nc1ccc2ccccc2c1)Nc1nnc(-c2ccc(Cl)cc2)s1
→ 4%	nt
COc1ccc(Nc2nn3c(=O)c4ccccc4nc3s2)cc1
→ -21%	nt
Cc1ccc(NS(=O)(=O)c2ccc(N3CCCC3=O)cc2)cc1C
→ 9%	nt
Cc1ccc(OCCn2c(CCNC(=O)c3cccs3)nc3ccccc32)cc1
→ 21%	nt
O=C(Nc1ccc(Cl)c(Cl)c1)Nc1nnc(-c2ccncc2)s1
→ ?	nt
O=C1Cc2cc(S(=O)(=O)N3CCN(c4ccc(C(F)(F)F)cc4)CC3)ccc2N1
→ -17%[228 µM]	nt
CCOC(=O)C1CCC(C(=O)Nc2ccc([S+](=O)([O-])Nc3nccs3)cc2)CC1 (stereo not given)
→ 14%	nt

A draw from above in order of SMILES length, rising.
Every second line gives: NTMT1 inhibitor	FH mod
O=C(Nc1ccc(Cl)c(Cl)c1)Nc1nnc(-c2ccncc2)s1
→ ?	nt
Fc1cc(Nc2nc(-c3ccncc3)nc3ccccc23)ccc1N1CCCCC1
→ -19%	nt
O=S(=O)(c1ccc2c(c1)OCCO2)N1CCN(S(=O)(=O)c2ccccc2Cl)CC1
→ 13%	nt

Further results
Every second line gives: NTMT1 inhibitor	FH mod
Cc1ccc(-c2cc(C(=O)Nc3ccncc3)c3ccccc3n2)cc1C
→ 0%	nt
Cc1ccc(NC(=O)CN2C(=O)N/C(=C\c3cccn3-c3ccc(C(=O)O)cc3)C2=O)cc1
→ 6%&-2%	nt
N#Cc1c(-c2ccccc2C(F)(F)F)nc2ccccc2c1NCc1ccc(-c2cccnc2)cc1
→ 28%	nt
O=S1(=O)N=C(Oc2ccc3ccccc3c2)c2ccccc21
→ 0%	nt
COc1cc(-c2cn(C)c(=O)c3cnccc23)c(OC)cc1CN(C)C
→ 6%	nt
Cc1ccccc1-c1ccc(=O)n(CC(=O)NCCc2ccccc2)n1
→ -18%	nt
N#Cc1cc(-c2nc(Nc3ccc(F)c(F)c3)c3ccccc3n2)ccn1
→ -8%	nt
O=C1CCc2cc(S(=O)(=O)Nc3ccccc3F)ccc2N1
→ 8%	nt
CCOc1ccc(CCNC(=O)c2cc3ccccc3n2Cc2cc(C)cc(C)n2)cc1OCC
→ 11%	nt
CNc1nnc(-c2cccc3ccccc23)s1
→ 1%	nt
CCCn1c(C)nc2c(N(CCN(CC)CC)CCN(CC)CC)nc(C)nc21
→ -13%	nt
CCc1cc(/C(C)=N/OCc2ccc(C3CCCCC3)c(C(F)(F)F)c2)ccc1CN1CC(C(=O)O)C1
→ -6%	nt
O=C1CCCC2=C1C(c1cnccc1C(F)(F)F)N=C(Nc1nc3ccccc3o1)N2 (stereo not given)
→ 8%	nt
CCCN(Cc1cccs1)c1ncnc2ccc(-c3ccc4c(c3)OCO4)cc12
→ ?	nt
COc1cc(Cl)c(C)cc1NC(=O)C(OC(=O)CNC(=O)c1ccccc1)c1ccccc1 (stereo not given)
→ 4%	nt

An excerpt of these results, with tabs.
Structure	NTMT1 inhibitor	FH mod
O=C1CCCC2=C1C(c1cnccc1C(F)(F)F)N=C(Nc1nc3ccccc3o1)N2 (stereo not given)	8%	nt
Cc1ccc(-c2cc(C(=O)Nc3ccncc3)c3ccccc3n2)cc1C	0%	nt
COc1cc(-c2cn(C)c(=O)c3cnccc23)c(OC)cc1CN(C)C	6%	nt

Additional entries:
Every second line gives: NTMT1 inhibitor	FH mod
O=C1CCCC2=C1C(c1[nH]ncc1Cl)N=C(Nc1nc3cc([S+](=O)([O-])N4CCCC4)ccc3o1)N2 (stereo not given)
→ -12%[57.5 µM]	nt
Cc1cc2c(s1)c1cnn(Cc3ccc(C#N)cc3)c(=O)c1n2C
→ 12%	nt
C[C@H]1[C@H](C)CC[C@]2(C(=O)O)CC[C@]3(C)C(=CC[C@@H]4[C@@]5(C)CC[C@H](O)C(C)(C)[C@@H]5CC[C@]43C)[C@H]12
→ 11%	nt
Cc1ccc(NS(=O)(=O)c2ccc(Cl)cc2)cc1C
→ 5%	nt
CCOC(=O)C1CCN(c2ncc(-c3ccc4c(c3)OCCCO4)s2)CC1
→ 10%	nt
FC(F)(F)c1ccccc1-c1nc(NCc2ccc(C3CCCCC3)cc2)c2ccccc2n1
→ 9%	nt
O=C(/C=C/c1c(F)c(F)c(F)c(F)c1F)Nc1cccc([S+](=O)([O-])Nc2ccccc2F)c1
→ 14%	nt
Cc1cc2c(s1)c1cnn(Cc3cccc4cccnc34)c(=O)c1n2C
→ 11%	nt
O=C(NCc1ccccc1)n1cc(P(=S)(c2ccccc2)c2ccccc2)c2ccccc21
→ 4%	nt
O=C(O)c1ccccc1SC1=NS(=O)(=O)c2ccccc21
→ -3%	nt
O=C1CCCC2=C1C(c1cccnc1Cl)N=C(Nc1nc3ccccc3o1)N2 (stereo not given)
→ 7%	nt
O=C(NC(c1ccco1)c1cc(Cl)c2cccnc2c1O)c1cccs1 (stereo not given)
→ 18%	nt
O=C(Nc1ccc2ccccc2c1)Nc1nnc(-c2ccccc2F)s1
→ -4%	nt
O=C(OCC#CCSc1nnc(-c2ccc(F)cc2)o1)c1ccc(F)cc1
→ 2%[57.5 µM]	nt
COc1cccc(CC(=O)Nc2nc(-c3ccc4c(c3)CCN4C(=O)c3ccccc3C)c(C)s2)c1
→ 10%[57.5 µM]	nt
Cc1ccc(CNc2ncnc3ccc(-c4ccoc4)cc23)o1
→ -5%	nt
CC(=O)Nc1sc2c(c1-c1ccc3nonc3c1)CCNC2
→ 4%	nt
CCOc1ccccc1CNc1ncnc2ccc(-c3c(C)noc3C)cc12
→ -17%[57.5 µM]	nt
CS(=O)(=O)Nc1cccc(-c2cc(F)c(S(=O)(=O)N3CCN(S(=O)(=O)c4ccc5c(c4)OCCO5)CC3)cc2F)c1
→ 18µM*	nt
COc1ccc(C(=O)N(Cc2ccccc2)Cc2ccc(OC)c(COc3ccc(NC(C)=O)cc3)c2)c(O)c1
→ 0%	nt
NC(=O)C1CCN(c2nc(-c3ccccc3C(F)(F)F)cs2)CC1
→ 0%	nt
CCOC(=O)c1[nH]c2c(c1C)C(=S)CC(c1ccco1)C2 (stereo not given)
→ 40µM*	nt
N#Cc1c(-c2ccc(F)cc2)no[n+]1[O-]
→ 1%	nt
O=C(O)c1ccc2c(c1)C(=O)N([C@H](Cc1ccccc1)C(=O)O)C2=O
→ 0%	nt
O=C1c2ccccc2C(=O)c2cc(S(=O)(=O)Nc3cccc4cccnc34)ccc21
→ 25%	nt
O=C(Nc1ccc(F)nc1)Nc1nnc(-c2ccncc2)s1
→ -1%	nt
Cc1nnc(Nc2sc3c(c2-c2nc4ccccc4s2)CCNC3)o1
→ -15%	nt
CCCn1c(-c2ccc(F)cc2)nc2c(NCC3CCN(C)CC3)nc(C)nc21
→ ?	nt
Oc1ccc(CCc2c(F)cccc2F)c2cccnc12
→ 19%	nt
N#Cc1cccc(S(=O)(=O)N2CCN(S(=O)(=O)c3ccc4c(c3)OCCO4)CC2)c1
→ 16%	nt
CC(=O)c1ccccc1-c1csc2ncnc(Sc3nnnn3C)c12
→ ?	nt
O=C1CCc2cc([S+](=O)([O-])NC3CCOCC3)ccc2N1
→ 16%	nt
O=C(CNC(=O)C1CCCCC1)OC(C(=O)c1ccccc1)c1ccccc1 (stereo not given)
→ 89µM*	nt
C#Cc1nc(Nc2cccc(Cl)c2)nc(NC2CCCC2)n1
→ ?	nt
O=C(COC(=O)CNC(=O)c1ccccc1)Nc1cc(C(F)(F)F)ccc1Cl
→ 8%	nt
CC(=O)Nc1sc2c(c1-c1ccc3nc[nH]c3c1)CCNC2
→ 50µM*	nt
COc1cc(C2Nc3ccccc3C(=O)N2Cc2ccccc2)ccc1OCc1ccc(NC(C)=O)cc1 (stereo not given)
→ 8%	nt
O=[N+]([O-])c1cccc(CNc2ccc(S(=O)(=O)Nc3nccs3)cc2)c1O
→ 24%	nt
COc1ccc(-c2ccc(NC(=O)c3cccs3)cn2)cc1
→ 2%	nt
Cc1ccc(S(=O)(=O)Nc2ccc(OC(F)(F)F)cc2C(=O)Nc2nc(-c3ccccc3)cs2)cc1
→ -3%	nt
